# Assay outcomes (PubChem)
# SUMO1-SIM PPI: alters human SUMO1 binding to SIM partners | P63165 | SUMO1 binding to a labelled peptide, TR-FRET, 1 h | inhibition, % at 20 µM | hit rate 0.33% among 360,000; in the data active means inhibition above about 37%
# Target sequence (P63165 whole entry, looked up): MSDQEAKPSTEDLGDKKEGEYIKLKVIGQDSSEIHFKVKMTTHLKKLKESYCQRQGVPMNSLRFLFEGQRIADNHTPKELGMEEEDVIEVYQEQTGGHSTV
# Scp1 inh: inhibitors of human Scp-1 phosphatase. Q9GZU7. Recombinant Scp1, phosphopeptide, malachite green phosphate absorbance. inhibition, % at 20 µM. hit rate 0.88% among 340,000. AID 493091;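 active means inhibition above about 50% at 20 µM, limit read from the data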;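 further: plate controls were DMSO wells with enzyme for no effect and wells lacking enzyme for full effect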
# Target sequence (Q9GZU7 76-261 limits assumed): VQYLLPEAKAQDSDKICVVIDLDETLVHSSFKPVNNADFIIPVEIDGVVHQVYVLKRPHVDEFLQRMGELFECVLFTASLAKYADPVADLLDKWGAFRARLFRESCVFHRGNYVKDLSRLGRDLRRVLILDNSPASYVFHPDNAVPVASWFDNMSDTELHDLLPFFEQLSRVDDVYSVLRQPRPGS
#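 Test system – truncated SCP-1 phosphatase (76-261aa) · Reagent – Phosphorylated 17-residue peptide substrate · Incubation – 45 min room-temperature reaction, 5 min colour, 30 min stabiliser · Detection – colorimetric phosphate reagent with accelerator and stabiliser, absorbance at 630 nm · Measure – % inhibition at 20 µM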
# SKN-1 block: blocks SKN-1 activity in C. elegans | hit rate 0.49% among 360,000 | C. elegans VP596 Pgst-4::GFP/RFP ratio, acrylamide-induced, 24 h | inhibition, % at 21.8 µM;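 active means interference check ratio from 0.5 to 1.5 plus GFP to RFP signal ratio inhibition reaching or exceeding a fixed threshold, cut at about 30% in these data, passing the limit was not always enough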; further: some compounds called inactive have numbers as strong as hits
# DNMT1 inh: inhibitors of human DNMT1. P26358. DNMT1 molecular beacon, Hinp1I cleavage, fluorescence. inhibition (reported as % activation of signal), % at 10 µM. hit rate 0.83% among 360,000; in the data active means inhibition above about 50%
# CendR NRP1 mod: modulators of CendR peptide binding to human neuropilin-1; inhibition, % at 25 µM; hit rate 0.85% among 360,000; FAM-RPARPAR peptide binding to NRP-1, fluorescence polarization;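 active means inhibition or corrected inhibition above about 18%, plus a signal ratio from 0.5 to 1.5, limit read from the data, passing the limit was not always enough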; further: strong numbers were not always called active
# TbMetRS inhib: blocks T. brucei methionyl-tRNA synthetase activity. purified T. brucei MetRS, ATP depletion, Kinase-Glo luminescence. inhibition, % at 11.9 µM. hit rate 0.4% among 360,000. AID 624268;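 active means inhibition above a per-plate cutoff of the control wells' mean inhibition plus 3 SD, cut at about 5.5% in these data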;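 further: 0% = DMSO wells median and 100% = median of wells with control inhibitor compound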
#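 Dosing: 11.9 µM single point; system: parasite MetRS enzyme; technique: luminescence of leftover ATP; times: 15 min enzyme-compound preincubation, 2 h reaction, 10 min detection, 25 °C; replicates: each compound tested once; read-out basis: percent inhibition relative to median high and low control wells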
# NadD block: NadD (S. aureus) enzyme inhibition. purified NadD enzyme, colorimetric absorbance read-out. inhibition, % at 20 µM. hit rate 0.78% among 360,000; in the data active means inhibition above about 26%; further: some compounds past the cut are filed as inactive
# Neddylation inh: cullin neddylation inhibition. P61081+Q13564. AID 651699. hit rate 0.58% among 360,000. TR-FRET cullin neddylation, biochemical. calls only at 25 µM; in the data active means inhibition above about 36%
# STEP inh: inhibitors of human striatal-enriched phosphatase STEP. P54829. recombinant STEP, OMFP fluorogenic substrate, fluorescence. inhibition, % at 20 µM. hit rate 0.25% among 360,000;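 active means inhibition at 20 µM, scaled per plate between control wells, above about 37%, limit read from the data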;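 further: 0% = DMSO with enzyme and substrate and 100% = substrate only without enzyme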
# Target sequence (P54829 whole entry, looked up): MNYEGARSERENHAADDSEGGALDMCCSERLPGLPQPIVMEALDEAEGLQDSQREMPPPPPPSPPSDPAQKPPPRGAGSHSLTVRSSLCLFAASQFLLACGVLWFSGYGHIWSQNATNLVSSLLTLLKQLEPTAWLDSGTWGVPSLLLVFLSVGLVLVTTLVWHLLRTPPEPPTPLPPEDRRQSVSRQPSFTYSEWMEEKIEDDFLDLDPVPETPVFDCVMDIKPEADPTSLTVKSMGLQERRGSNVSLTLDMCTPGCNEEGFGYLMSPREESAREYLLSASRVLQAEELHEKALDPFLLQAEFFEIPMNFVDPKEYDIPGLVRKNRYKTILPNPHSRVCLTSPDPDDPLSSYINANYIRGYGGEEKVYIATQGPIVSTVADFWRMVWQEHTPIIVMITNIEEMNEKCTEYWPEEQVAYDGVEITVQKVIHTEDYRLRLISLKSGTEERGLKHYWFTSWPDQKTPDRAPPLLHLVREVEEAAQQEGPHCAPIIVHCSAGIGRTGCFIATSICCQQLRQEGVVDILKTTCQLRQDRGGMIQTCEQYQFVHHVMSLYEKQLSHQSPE
#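 medium = Bis-Tris buffer pH 6.0, 2.5 mM DTT, 0.005% Tween 20 | test system = STEP (striatal-enriched tyrosine phosphatase) enzyme, cell-free | measure = normalized % inhibition | compound dosing = 20 µM, 1% DMSO | also added = 25 µM OMFP | schedule = reaction 20 min, ambient temperature | measured by = fluorescence read at 480 nm ex / 540 nm em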
# LMPTP inh: LMPTP (human) inhibition; AID 651560; inhibition, % at 20 µM; P24666; recombinant LMPTP-A, OMFP fluorogenic substrate, fluorescence intensity; hit rate 0.22% among 360,000;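 active means compounds that cut the enzyme signal by at least half of the control window in the single-dose screen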;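 further: plate controls were DMSO wells with enzyme plus substrate for no effect and substrate without enzyme for full effect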
# Target sequence (P24666 whole entry, looked up): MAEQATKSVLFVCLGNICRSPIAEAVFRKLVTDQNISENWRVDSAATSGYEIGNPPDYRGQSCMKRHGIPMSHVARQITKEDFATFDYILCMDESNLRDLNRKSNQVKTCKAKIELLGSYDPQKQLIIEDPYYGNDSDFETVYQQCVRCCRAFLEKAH
#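 material = LMPTP-A | quantity = 0.625 nM enzyme | reagent = OMFP substrate, 400 µM final | buffer or medium = Bis-Tris pH 6.0, DTT, detergent | detection = endpoint fluorescence intensity from OMFP dephosphorylation | dosing = single 20 µM dose | read-out basis = % inhibition relative to no-enzyme and uninhibited control wells | control set = no-enzyme and uninhibited controls | timing = 50 min at room temperature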
# * hit, by the source's call; i = inactive; · = not tested or not shown; & = joins results of further samples.
SMILES,SUMO1-SIM PPI,Scp1 inh,SKN-1 block,DNMT1 inh,CendR NRP1 mod,TbMetRS inhib,NadD block,Neddylation inh,STEP inh,LMPTP inh
Cc1ccnc(NC(=O)c2sc3ccccc3c2Cl)c1,-1,2,-1,4,8,-1.0,-3,i,1,-0.4
Cc1cccc(C)c1NS(=O)(=O)c1ccc(NC(=O)c2ccc(Cl)c([N+](=O)[O-])c2)cc1,2,-7,-5,-2,-7,0.4,-1,i,-4,3.2
c1ccc(C2OC3c4cccc5cccc(c45)C3N2c2ccccc2)cc1 (centres undefined),-1,-4,5,-2,6,-0.1,-4,i,1,1.0
O=C(CNc1cccc(C(F)(F)F)c1)Nc1cccc(S(=O)(=O)N2CCCC2)c1,6,-10,-7,-6,-9,0.2,-6,i,0,2.1
C/C=C/c1ccccc1OCc1ccc(C(=O)O)o1,1,-1,2,-1,-9,-0.5,-3,i,-2,-1.2
CCC(NS(=O)(=O)c1ccc(C)cc1)C(=O)N1CCOCCOCCOCCOCC1 (centres undefined),2,-5,11,0,-1,-0.7,-2,i,0,-2.1
CCOc1cc(C)nc(N2CCC(C(=O)NC3CC3)CC2)n1,2,0,-16,21,-6,-0.5,2,i,3,1.1
c1ccc(Cc2nnc3sc(Nc4ccccc4)nn23)cc1,-1,-6,-6,-4,-4,-1.5,-3,i,4,0.3
COc1ccccc1NC(=O)CN(Cc1ccco1)C(=O)c1cc(Cl)c(OC)c(OC)c1,8,·,16,5,4,0.5,-6,i,0,-2.0
CC(=O)C1=C(O)C(=O)N(c2ccc(C(=O)O)cc2)C1c1ccccc1 (centres undefined),-6,6,-4,-2,3,0.4,-2,i,3,-2.4
COc1cc(OC)cc(C(=O)N/N=C(\C)CC(=O)Nc2ccccn2)c1,4,-7,-13,-2,14,0.3,0,i,3,1.3
CCC(C)NC(=O)CCNS(=O)(=O)c1ccc(Br)cc1 (centres undefined),-3,-6,-19,-5,10,-0.8,5,i,-1,-1.0
O=C1NC[C@@H](CCCCN2CCN(CC3CCCCC3)C(=O)C2=O)N(Cc2ccccc2)C1=O,7,·,2,·,-4,-0.2,8,i,·,-1.6
Cn1nnc(NC(=S)NC(=O)c2ccco2)n1,-1,4,-7,2,5,-1.1,1,i,-1,-1.5
CC(=O)c1ccc(N2CCN(C(=O)CCCn3c(=O)[nH]c4ccc(Br)cc4c3=O)CC2)cc1,-1,-9,1,-3,-3,84*,3,i,3,1.5
N#C/C(=C(/O)CN1CCN(c2ccccc2F)CC1)c1nc(-c2ccccc2)cs1,2,-8,9,-11,-18,-0.1,31*,i,7,-0.1
CC(C)c1ccc2[nH]c3c(c2c1)CCCC3=O,-7,-1,16,2,-10,0.1,-1,·,2,0.6
COc1cc(C(=O)N2CCNCC2)cc(OC)c1OC,6,-2,-9,3,-3,0.1,-2,i,-1,-2.9
O=C(Nc1ccc(NC(=O)c2ccccn2)cc1)C(=O)Nc1ccc2c(c1)OCCO2,1,-2,1,1,1,-0.2,13,i,1,0.4
Cc1cccc(N2C(=O)CC(N3CCN(c4ccc(Cl)cc4)CC3)C2=O)c1 (centres undefined),2,9,16,3,-2,0.1,-6,i,0,0.0
O=C(Nc1ccc2c(c1)OCCO2)c1cccc(C(=O)Nc2ccc3c(c2)OCCO3)c1,3,-6,-2,0,-3,-0.9,-4,i,-1,0.0
CCc1ccc(NC(=O)COC(=O)C2(c3ccc(Cl)cc3)CCCC2)cc1,-4,-8,8,-3,-2,0.5,6,i,0,4.8
Cc1cccc(C)c1N/C=C/c1onc(C)c1[N+](=O)[O-],-2,-3,-6,3,-10,-0.9,-1,i,-5,1.1
Cc1ccccc1-n1c(Cn2c(=O)sc3ccccc32)nnc1SCC(=O)N1CCOCC1,-1,-4,9,2,-2,-0.5,-4,i,1,-0.8
Cc1cccc(NC(=O)c2ccc(OCc3c(C)noc3C)cc2)c1C,-1,0,7,-1,-12,0.0,-3,i,3,-0.7
CC(C)(C)C(=O)N1CCN(c2ccc(NC(=O)c3ccco3)cc2)CC1,-1,-3,-16,1,12,0.0,-3,i,2,-1.1
Cc1ccc(/C=C/C(=O)OCC(=O)NCc2ccccc2)o1,-18,-1,5,-1,23,0.1,1,i,-1,-1.5
COc1ccc(CCNC(=S)N2CCN(S(=O)(=O)c3ccc(F)cc3)CC2)cc1,3,-5,9,2,7,-0.3,-2,i,1,-0.9
O=C1Nc2ccccc2C1=Nc1ccc(-c2nnc3n2CCCCC3)cc1,-7&-20,-10&7,10&-9,-3&4,-1&4,0.0&-1.2,0&-2,i,-5&-7,-1.2&1.9
CC1=NC(C)(C)CC2CCC(O)C12 (centres undefined),0,0,16,3,10,-0.2,-1,i,-1,-0.5
COc1nc(-c2ccc3c(c2)OCO3)n(-c2ccc(NC(=O)CSc3ccccc3)cc2)n1,7,5,0,-12,-1,-0.1,-1,i,-1,4.8
COc1ccc(O)c(CN2CCCC(N3CCN(c4ccc(F)cc4)CC3)C2)c1 (centres undefined),2,-8,-5,-6,-2,0.0,2,i,0,2.7
CCOCCCNC(=O)/C(C#N)=C/c1cc(Br)c(O)c(Br)c1,-20,2,-15,0,-3,-1.4,-1,i,1,-5.2
CC(=O)NCc1ccc(S(=O)(=O)N2CCN(c3ccccn3)CC2)cc1,0,-5,10,2,7,-0.2,-2,i,0,-0.8
Cc1ncoc1C(=O)N1CCc2c([nH]c3ccccc23)C1c1ccccc1F (centres undefined),3,-5,-12,-7,3,0.2,2,i,-1,-1.0
Cc1ccc(C(C(=O)NCC2CCCO2)N(C(=O)c2snc(C(N)=O)c2N)c2ccc3c(c2)OCCO3)cc1 (centres undefined),-10,-4,-2,-2,13,-0.8,9,i,2,-0.1
Cc1ccc(-c2nnn(CC(=O)N(c3ccc(F)cc3)C(C(=O)NC3CCCC3)c3ccco3)n2)o1 (centres undefined),4,3,1,37,-3,-0.3,12,i,1,-1.0
COCCC(=O)N1CCC(Oc2ccc(C(=O)NCc3ncc(C)[nH]3)cc2)CC1,4,0,-6,4,4,-0.2,-5,i,1,-2.4
COCC(=O)N(Cc1cc2ccc(C)c(C)c2n2nnnc12)C1CCCC1,23,1,-9,-5,8,-0.2,4,i,5,-0.9
Cc1ccc(NC(=O)CCNS(=O)(=O)c2ccc3[nH]c(=O)oc3c2)cc1N(C)C,2,-7,-3,3,9,0.2,-4,i,0,-0.8
O=C(CCNS(=O)(=O)c1ccc(Br)cc1)NCCc1ccc(Cl)cc1,1,-10,7,-2,27*,-0.1,-2,i,0,-0.4
Cc1ccsc1C(=O)OCC(=O)Nc1cccc(F)c1,-2,12,-2,-1,-2,-0.3,-3,i,0,-0.2
NC(=O)c1ccc(-n2nnnc2SCC(=O)Nc2ccccc2)cc1,-3,1,17,3,11,-0.5,-4,i,-2,-0.7
CC(Oc1ccc(Cl)cc1Cl)C(=O)NCCCn1ccnc1 (centres undefined),2,-5,21,-1,2,0.8,2,i,0,-0.4
COc1ccc(-c2csc(NC(=O)CCCc3nc4ccccc4c(=O)[nH]3)n2)cc1OC,3,5,17,0,0,0.9,3,i,-1,1.7
CCN(CC)CCn1c(C)nc2ccccc21,-1,3,3,1,-14,-0.3,-5,i,4,-2.0
CC(OC(=O)c1ccncc1)C(=O)Nc1cccc([N+](=O)[O-])c1 (centres undefined),-3,-4,11,-4,-12,-0.3,1,i,2,-1.3
CSc1ccc(/C=N/n2c(C)nc3ccccc3c2=O)cc1,6,-7,8,0,1,0.1,-3,i,3,0.0
Cc1nn(Cc2ccc(Cl)cc2Cl)c(C)c1NC(=O)c1sc2ccccc2c1Cl,-6,-2,-5,9,5,-0.9,18,i,2,1.2
Cc1ccc(S(=O)(=O)N2CCCN(C(=O)c3cc4ccccc4[nH]3)CC2)cc1,-4,-2,29,-2,11,0.3,1,i,0,1.8
# (cont.)
SMILES,SUMO1-SIM PPI,Scp1 inh,SKN-1 block,DNMT1 inh,CendR NRP1 mod,TbMetRS inhib,NadD block,Neddylation inh,STEP inh,LMPTP inh
CCOC(=O)c1c(C)oc2c1c1c(c3ccccc32)OCN(Cc2cccnc2)C1,-12,-4,-2,-22,-10,-1.1,-5,i,-2,0.5
O=C(Nc1ccc(F)c(F)c1)c1ccccc1,0,-2,29,6,2,0.3,-2,i,-2,0.0
O=C(O)Cc1ccc(NS(=O)(=O)c2ccccc2Br)cc1,7,-6,10,2,0,0.1,-2,i,-3,-0.4
O=C(NCC[C@@H]1CC[C@@H](NS(=O)(=O)c2ccccc2)[C@@H](CO)O1)c1cc(Cl)cc(Cl)c1,3,·,17,·,-8,-0.7,·,i,·,-2.4
Cc1cc([N+](=O)[O-])ccc1NC(=O)CSc1nncn1-c1ccccn1,-21,1,12,1,-2,-0.1,0,i,-3,0.3
Cc1cc2c(NC(=O)CC(C)(C)CC(=O)O)cccc2nn1,-1,52*,10,-16,15,-0.1,-8,i,4,1.4
COc1ccc(C2/C(=C(/O)c3ccccc3)C(=O)C(=O)N2C)cc1OC (centres undefined),-4,-9,14,0,7,-0.3,-2,i,-1,-1.8
O=C(COC(=O)c1ccccn1)Nc1ncc(C(F)(F)F)cc1Cl,-1,-2,3,-1,-10,-0.2,0,i,-1,-1.4
CCOc1ccc(-n2c(O)c(/C=N/Nc3nnc(C)c(=O)[nH]3)c3ccccc3c2=O)cc1,-13,-6,5,0,-80,0.0,3,i,-2,0.4
O=C(O)CSc1nnc(COc2ccccc2)n1-c1ccccc1,5,-2,4,-3,14,0.4,8,i,0,-2.2
Nc1nc(N)nc(-c2ccc(Oc3ccccc3)cc2)n1,1,0,8,-1,-1,-0.6,-4,i,-5,0.8
CCCCn1c(NCCN(C)C)nc2c1c(=O)[nH]c(=O)n2C,0,-5,-1,4,-8,-0.1,5,i,-2,-4.2
Cc1onc(-c2ccccc2)c1C(O)c1ccc(F)cc1 (centres undefined),1,-7,7,1,3,-0.7,-3,i,-1,-0.7

# Exported with each value named: two of the compounds above.
Nc1nc(N)nc(-c2ccc(Oc3ccccc3)cc2)n1
  SUMO1-SIM PPI: 1; Scp1 inh: 0; SKN-1 block: 8; DNMT1 inh: -1; CendR NRP1 mod: -1; TbMetRS inhib: -0.6; NadD block: -4; Neddylation inh: i; STEP inh: -5; LMPTP inh: 0.8

CCCCn1c(NCCN(C)C)nc2c1c(=O)[nH]c(=O)n2C
  SUMO1-SIM PPI: 0; Scp1 inh: -5; SKN-1 block: -1; DNMT1 inh: 4; CendR NRP1 mod: -8; TbMetRS inhib: -0.1; NadD block: 5; Neddylation inh: i; STEP inh: -2; LMPTP inh: -4.2
